Screening data as filed in PubChem BioAssay.
SIAE inh: blocks human sialic acid acetylesterase | Q9HAT2 | SIAE FP-Rh probe binding, fluorescence polarization | inhibition, % at 9.66 µM | 0.69% of 370,000 active;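 active = inhibition above a cutoff: mean of compounds within the control limits plus 3 SD of those, cut at about 17% in these data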;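 note: 0% = plate median of compound wells and 100% = probe without SIAE protein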
Target sequence (Q9HAT2 whole entry, looked up): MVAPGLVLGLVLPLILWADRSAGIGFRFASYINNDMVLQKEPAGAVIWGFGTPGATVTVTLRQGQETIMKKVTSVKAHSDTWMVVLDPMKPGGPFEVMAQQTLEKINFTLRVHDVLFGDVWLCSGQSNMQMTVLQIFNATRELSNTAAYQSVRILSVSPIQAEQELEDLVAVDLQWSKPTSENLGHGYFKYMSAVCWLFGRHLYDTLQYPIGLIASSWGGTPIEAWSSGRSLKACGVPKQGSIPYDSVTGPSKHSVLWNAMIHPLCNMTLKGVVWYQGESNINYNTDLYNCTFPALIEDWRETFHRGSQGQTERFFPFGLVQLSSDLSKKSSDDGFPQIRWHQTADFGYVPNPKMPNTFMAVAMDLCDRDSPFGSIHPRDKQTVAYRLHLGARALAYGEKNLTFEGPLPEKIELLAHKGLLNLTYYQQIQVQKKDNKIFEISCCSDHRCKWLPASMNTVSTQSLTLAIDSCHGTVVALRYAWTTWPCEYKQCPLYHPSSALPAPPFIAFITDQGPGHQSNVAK
Tn6 DDE FP: disrupts Tn6 cyclic peptide binding to fibrin D-Dimer-E complex; P02675; Fibrin DD(E) TRITC-Tn6 fluorescence polarization displacement; inhibition, % at 8.3 µM; 0.21% of 370,000 active; AID 720509;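 active = inhibition above a per-campaign cutoff: mean of compounds within control limits plus 3 SD, cut at about 15% in these data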;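 note: 0% = median of all compound wells on the plate and 100% = blocking peptide control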
ADAM10 inh: inhibitors of human ADAM10; O14672; recombinant ADAM10, EDANS/DABCYL FRET peptide cleavage, 3 h; inhibition, % at 7 µM; 0.62% of 370,000 active; AID 720582;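 active = inhibition above a per-campaign cutoff equal to the mean of compounds falling between control-based bounds plus 3 SD, cut at about 20% in these data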;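 note: 0% = DMSO wells while the 100% control is not disclosed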
TDP2 absorb: blocks human TDP2 phosphodiesterase activity | O95551 | recombinant TDP2, T5PNP hydrolysis, p-nitrophenol absorbance 415 nm | inhibition, % at 12.8 µM | 0.34% of 370,000 active | AID 720702;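 active = inhibition above the mean of all tested compounds plus 3 SD, set per campaign, cut at about 25% in these data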;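 note: 0% = DMSO with enzyme and 100% = buffer with substrate but no TDP2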
Target sequence (O95551 whole entry, looked up): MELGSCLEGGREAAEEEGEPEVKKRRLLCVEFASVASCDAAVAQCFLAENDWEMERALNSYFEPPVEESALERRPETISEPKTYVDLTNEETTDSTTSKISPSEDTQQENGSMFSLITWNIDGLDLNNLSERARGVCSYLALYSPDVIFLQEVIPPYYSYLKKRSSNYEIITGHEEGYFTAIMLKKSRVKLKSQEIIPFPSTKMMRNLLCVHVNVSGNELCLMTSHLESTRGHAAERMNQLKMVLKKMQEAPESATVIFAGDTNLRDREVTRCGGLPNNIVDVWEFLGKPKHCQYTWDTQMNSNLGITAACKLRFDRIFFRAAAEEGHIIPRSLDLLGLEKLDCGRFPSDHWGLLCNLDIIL
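Assay system: recombinant human TDP2 / Reagent: T5PNP substrate at 5 mM, a TopII-DNA adduct mimic / Measured by: epi absorbance from released p-nitrophenol / Evaluation: % inhibition relative to enzyme-containing and enzyme-free wells / Control set: enzyme-free and DMSO wells / Replicates: each compound tested once, singlicate / Schedule: enzyme reaction with compound for 2 h at 37 °C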
ARFGAP1 inhibitor: rat ARFGAP1 inhibition; Q62848; Arfgap1-stimulated ARF1 GTP hydrolysis, GDP FP detection; inhibition, % at 16.5 µM; 0.26% of 360,000 active; AID 651572;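 active = inhibition above a per-plate limit, mean inhibition of low control wells plus 3 SD, cut at about 25% in these data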;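 note: 0% = DMSO wells with enzyme and 100% = wells lacking Arfgap1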
Target sequence (Q62848 1-136 limits assumed): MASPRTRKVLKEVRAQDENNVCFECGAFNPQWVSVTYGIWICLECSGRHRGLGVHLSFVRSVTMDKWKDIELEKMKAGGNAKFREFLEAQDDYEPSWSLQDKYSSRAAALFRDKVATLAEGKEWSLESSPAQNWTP
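Material – truncated rat Arfgap1 GAP domain · Buffer or medium – HEPES-based buffer, pH 7.5 · Reagent – human ARF1(Δ1-17)-GTP substrate · Dosing – 16.5 µM single point, 1.26% DMSO · Schedule – GTP hydrolysis reaction 2 h at 25 °C · Technique – GDP detection by fluorescence polarization · Benchmarks – No-Arfgap1 wells (100%) versus DMSO full-reaction wells (0%) · Repeats – single replicate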
ASAP1 GAP inh: blocks human ASAP1-stimulated Arf1 GTP hydrolysis | Q9ULH1 | GDP FP detection | inhibition, % at 16.5 µM | 0.19% of 360,000 active | AID 624377; in the data active = inhibition above about 25%;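 note: 0% = vehicle with enzyme and substrate and 100% = no enzyme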
PLCg1 inh: blocks human PLC-gamma1 enzyme activity; purified PLC-gamma1, fluorogenic substrate, fluorescence; inhibition, % at 12.2 µM; 0.84% of 370,000 active; in the data active = inhibition above about 9.5%
ADAM17 inh: inhibits human ADAM17. recombinant ADAM17, EDANS/DABCYL FRET peptide cleavage. 0.83% of 370,000 active. AID 720648. inhibition, % at 6.95 µM. P78536;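 active = inhibition above the mean of compounds lying between control limits plus 3 SD, set per campaign, cut at about 8.5% in these data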;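 note: 0% = DMSO-only wells as the low control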
Tn7 DDE FP: disrupts Tn7 cyclic peptide binding to fibrin D-Dimer-E complex; AID 720508; P02675; 0.13% of 370,000 active; FP displacement of FITC-Tn7 peptide from fibrin DD(E); 0% = median of compound wells per plate; inhibition, % at 8.3 µM;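 active = inhibition above the mean of compounds falling within the control limits plus 3 SD of them, cut at about 14% in these data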;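 note: 0% = plate median of compound wells and 100% = 10 µM Aha-Tn7 peptide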
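assay system = human clot-derived fibrin DD(E) complex | quantity = Fibrin-DD(E) at 2 µM final | timing = 10 min preincubation, 3 h with tracer, room temperature | signal = fluorescence polarization | measure = percent inhibition | benchmarks = high control wells with 10 µM unlabelled Aha-Tn7 peptide (full inhibition) | replicates = singlicate testing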
PLC-beta3 inh: blocks human PLC-beta3 enzyme activity; Purified PLC-beta3, fluorogenic substrate, fluorescence; 0.18% of 370,000 active; inhibition, % at 12.2 µM; Q01970; in the data active = inhibition above about 11%;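 note: 0% = median of compound wells on plate and 100% = full blocker control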
Starred values were filed as active, the others as inactive; i = inactive; . = no result given.

SIAE inh	Tn6 DDE FP	ADAM10 inh	TDP2 absorb	ARFGAP1 inhibitor	ASAP1 GAP inh	PLCg1 inh	ADAM17 inh	Tn7 DDE FP	PLC-beta3 inh	compound
14	-6	-6	-4	7	-1	0	-2	-3	-5	CCOC(=O)N1CCC(NC(=O)CSCc2nc(-c3ccccc3Cl)oc2C)CC1
-9	3	-1	-6	0	-2	3	-4	2	-3	CN1CCC(=C(c2ccc(Cl)cc2)c2ccccn2)CC1
-50	2	9	-10	7	-10	2	-2	0	-3	CCCCCCCCCc1nc2sc3c(c2c(=O)n1NC(=O)c1ccc([N+](=O)[O-])cc1)CC(C)(C)OC3
-1	-4	-5	-5	-15	-2	-3	-4	1	-13	Cc1ccc(S(=O)(=O)NNC(=O)c2ccc3ccccc3n2)cc1
-14	-1	8	0	14	-10	-2	4	-12	-3	CC1(C(=O)Nc2ccc(F)c(Cl)c2)Cc2c(-c3cccc(C(F)(F)F)c3)ccnc2O1 (stereo not given)
0	-9	2	-6	4	4	4	2	-8	4	Clc1ccc(CNc2nnnn2-c2ccccc2)c(Cl)c1
-25	-2	12	0	1	7	5	5	-4	5	NNC(=O)COc1ccc(-c2n[nH]c(C(F)(F)F)c2-c2ccc(Br)cc2)c(O)c1
-3	-6	7	-20	-13	-13	1	6	-5	10	Cc1[nH][nH]c(=O)c1C=NCc1ccc(Cl)cc1
2	-9	-96	8	-1	-5	-176	-33	-4	-199	Cn1c(-c2ccc3c(c2)OCO3)c(C(=O)O)c(=O)c2ccccc21
4	-2	4	9	-3	-5	-1	0	5	-1	Cc1cccc(Oc2ccc(N)cc2)c1
2	-3	-8	9	.	.	-1	-5	6	-3	C[C@H]1C2CC(OC(=O)Nc3cccc(C(F)(F)F)c3)C(C2)[C@H]2CCCCN21 (stereo not given in full)
-9	2	-36	4	17	12	-66	-2	6	-78	O=C(CCc1nc2ccccc2c(=O)[nH]1)Nc1nc(-c2cccs2)cs1
7	5	-53	-1	.	.	-1	-8	-2	-6	COc1ccc(OC)c(NC(=O)c2ccccc2N(Cc2ccccc2)C(=O)C(C)Cl)c1 (stereo not given)
2	-2	-4	-3	.	.	-1	-1	6	1	COC(=O)[C@]12C[C@H](CC(=O)N3CCN(C(=O)c4ccco4)CC3)C(=O)N(CCc3ccc(OC)c(OC)c3)C1=C[C@H](C1CCCC1)O[C@@H]2C
-4	7	11	-11	-10	2	6	2	-6	2	CC12COC3(C(N)=O)CC1CCC32C (stereo not given)
-4	7	0	3	-3	-16	0	-6	6	-6	O=C(C1=C(O)C(=O)N(CCOCCO)C1c1ccccn1)c1cccs1 (stereo not given)
1	-6	-2	5	-5	2	-2	-3	-2	-4	O=C1OCC(c2ccccc2)=C1c1ccccc1[N+](=O)[O-]
-8	-1	-6	-4	4	-7	-17	-5	-3	-18	CCCCOC(=O)C(C#N)c1nc2ccccc2nc1N1CCOCC1 (stereo not given)
-2	1	-3	1	-1	-1	2	-1	-1	3	CC(C)c1ccc(N(CC(=O)NCC2CCCO2)C(=O)Cn2nnc(-c3cccs3)n2)cc1 (stereo not given)
-2	-6	2	-4	4	-4	-1	-5	-1	1	COc1ccccc1OCCC(=O)OCC(=O)Nc1cc(S(=O)(=O)N(C)C)ccc1Cl
-4	3	-34	-12	-11	1	-2	-12	5	1	C=CCn1c(N)cc(=O)nc1SCC(=O)NC(C)c1ccccc1 (stereo not given)
-4	3	-5	0	3	-7	0	-1	-2	2	CCN(CC)C(=O)C1CCC(CNS(=O)(=O)c2cccc3cccnc23)CC1 (stereo not given)
1	7	-12	14	-1	5	-8	-2	1	-17	O=C(COc1ccccc1Cl)Nc1ccc2c(c1)C(=O)NC2=O
-10	5	6	-4	3	2	1	1	2	6	CCOC(=O)/C=C/CN(C(=O)OC(C)(C)C)S(=O)(=O)N1CC=CC1
-1	7	-9	3	.	.	0	-2	11	-1	C=C(C)C1CC23C(=O)C4(C(=O)c5ccccc5)C[C@@]5(C)CCC(CC2C1(C)C)(C4=O)C35OC (stereo not given in full)
-3	-5	2	2	.	.	-3	-1	-4	-1	COC(=O)[C@]12C[C@H](CC(=O)N3CCCCC3)C(=O)N(Cc3ccc(Cl)cc3Cl)C1=C[C@H](C(C)C)O[C@@H]2C1CC1
-2	-3	2	6	-7	4	-1	-1	-2	-12	S=c1nc2c(n[nH]1)c1ccccc1n2CCc1ccccc1
-5	-3	-3	-6	17	19	-3	-1	-10	-7	O=C(COC(=O)c1ccc2c(c1)OCCO2)NCCc1ccccc1
-6	7	-4	0	8	11	-4	1	-3	-1	COCCNc1nc(Oc2cccc3ccccc23)c2sccc2n1
6	7	-6	3	3	-9	1	-3	3	0	O=C(Cc1ccc(Cl)cc1)NCCS(=O)c1ccc(Cl)cc1 (stereo not given)
9	4	-2	5	0	14	-4	-4	1	-1	Cc1cc2ccccc2nc1SCC(=O)NC1CCCCC1
-1	2	5	10	-6	-16	0	0	-6	5	COc1cc(S(=O)(=O)Nc2cccc(C)c2)ccc1NC(=O)c1cccnc1
5	2	-2	-2	7	2	-6	-3	-2	-18	CCOC(=O)N1CCN(C(=O)Cn2nc(C)n3nc(-c4ccc(OC)cc4)cc3c2=O)CC1
-2	-5	1	3	8	15	-4	0	-14	-5	Cc1ccc2nc(C)cc(C(=O)Nc3nccs3)c2c1
-1	1	-5	-9	4	-5	1	4	-1	-3	COCCNC(=O)CCSCc1ccccc1F
1	2	7	-5	5	-3	2	3	-2	3	Cc1cccc(OCc2nc3ccccc3c(=O)n2N)c1
0	3	-10	-5	1	8	6	0	-6	4	COCCNC(=O)C1CC(c2cccc([N+](=O)[O-])c2)=NO1 (stereo not given)
2	2	2	3	7	-11	1	-1	-2	2	C/C(=N/NC(=O)CNC(=O)c1cccnc1)c1ccc([N+](=O)[O-])cc1
-4	-1	3	17	-9	0	1	0	5	-3	CCOc1ccc(C(=O)n2cc(C(=O)OC)c3ccccc32)cc1OCC
5	4	4	9	-7	8	2	-3	2	5	Cc1ccc(-c2nnc(-c3ccccc3)o2)cc1
-2	-7	-7	10	-4	8	-7	-2	1	-5	Fc1cccc(F)c1/C=C/c1ccc2ccccc2n1
-2	-4	8	-10	-4	-18	0	0	-7	7	COc1ccc(N(C)C(=O)Cc2c(C(=O)O)[nH]c3ccccc23)c(OC)c1
-3	-5	i	-13	0	12	i	-318	-5	i	COc1ccc(-c2cc(C(F)(F)F)n3nc(C(=O)NCc4ccco4)cc3n2)cc1
10	2	-2	8	-5	11	1	0	-6	-7	CCN1C(=O)Cc2cc(S(=O)(=O)NCCc3ccccc3)ccc21
-1	-4	3	-4	-12	0	7	5	-8	-2	CCc1ccccc1NC(=S)N(CCN1CCCCC1)Cc1ccco1
2	3	6	-28	-5	-5	7	3	-7	2	Cc1ccc(N2CC(C(=O)Nc3cccnc3)CC2=O)cc1C (stereo not given)
2	0	-21	14	4	6	-14	2	-6	-23	Cc1ccc(N/N=C/c2c(C)c(C#N)c(=O)n(C)c2O)cc1C
4	-6	7	11	5	3	3	-1	4	-5	Cc1ccc(N=Nc2cc(C)ccc2N)cc1
11	-4	-4	-18	4	4	5	-2	-7	-3	CCN(CC)S(=O)(=O)c1ccc(N2CCN(C)CC2)c(NC(=O)Nc2ccccc2F)c1
6	-2	0	2	-8	-6	-2	-4	-1	-7	CC1=CC(C)(C)NC(=S)N1C(C)c1ccccc1 (stereo not given)
-2	4	5	-9	10	8	3	-1	-11	3	O=C(Nc1ccc(F)cc1)c1cccc(N2C(=O)C3C4CCC(C4)C3C2=O)c1 (stereo not given)
4	-6	-5	11	1	-2	0	-3	0	-7	CCOC(=O)N1CCN(CC(O)c2c[nH]c3ccccc23)CC1 (stereo not given)
2	2	2	5	-4	11	6	-2	2	8	Cc1sc(N=Nc2ccc(N(C)C)cc2)[n+]([O-])c1C
1	-7	3	-3	11	5	-2	-5	-8	-3	CCCc1nc2ccccc2n1CCOc1ccccc1
4	-3	9	-6	1	-5	2	-1	3	6	CCOc1ccc2nc(-c3ccccc3)nc(SCC(=O)Nc3ncc(C)s3)c2c1
4	5	-2	-7	9	-4	4	1	-5	-7	COCCNC(=O)c1cn(C)c2ccc(S(=O)(=O)N3CCCCC3)cc2c1=O
-12	-1	-29	-2	6	-1	-17	-16	1	-22	COc1ccc2nc(NC(=O)c3cc(C)oc3C)sc2c1
2	-2	-6	3	-9	4	1	5	-6	-4	Cc1cc(C)n2nc(SCc3ccc(F)cc3Cl)nc2n1
-4	-2	-6	-6	8	-4	2	-2	-1	3	COc1ccc(C(=O)NCc2cn3ccccc3n2)cc1
2	-6	-7	7	-4	7	1	-4	5	3	COc1c(OC2OC(C(=O)O)C(O)C(O)C2O)cc(O)c2c(=O)cc(-c3ccccc3)oc12 (stereo not given)

Limited to Tn7 DDE FP, ARFGAP1 inhibitor and ASAP1 GAP inh (4 entries from above):
mol	Tn7 DDE FP	ARFGAP1 inhibitor	ASAP1 GAP inh
CCCc1nc2ccccc2n1CCOc1ccccc1	-8	11	5
CCOc1ccc2nc(-c3ccccc3)nc(SCC(=O)Nc3ncc(C)s3)c2c1	3	1	-5
COCCNC(=O)c1cn(C)c2ccc(S(=O)(=O)N3CCCCC3)cc2c1=O	-5	9	-4
COc1ccc2nc(NC(=O)c3cc(C)oc3C)sc2c1	1	6	-1

Continuation:
SIAE inh	Tn6 DDE FP	ADAM10 inh	TDP2 absorb	ARFGAP1 inhibitor	ASAP1 GAP inh	PLCg1 inh	ADAM17 inh	Tn7 DDE FP	PLC-beta3 inh	compound
-2	2	-8	2	-3	-5	-1	-3	-2	-9	Cc1c(O)c(S(=O)(=O)c2ccccc2)c(=O)n(-c2ccccc2)c1-c1ccccc1
-1	-2	12	0	4	-17	7	2	-5	0	CCN(CC)CCNC(=O)CS(=O)Cc1nc(-c2ccc(C)cc2)oc1C (stereo not given)
6	-15	-8	-6	-5	-6	1	-9	1	-9	CCOC(=O)/C=C1/N(C)c2ccccc2C1(C)C
2	2	-3	2	-3	-1	-1	-7	3	-2	CCOC(=O)c1sc(=S)n(-c2ccccc2)c1N
11	-9	-16	8	3	5	-15	-4	7	-12	CCOC(=O)C(NC(=O)c1cccc(Cl)c1)(Nc1sc2c(c1C(N)=O)CCC2)C(F)(F)F (stereo not given)
